3T3 cytotox = cytotoxic compounds in NIH 3T3 cells. NIH 3T3 viability, CellTiter-Glo ATP luminescence, 48-72 h. Potency, µM (titrated, usually from 96.7 µM), for the others: top-dose activity change, negative = cytotoxicity, most hits filed as inhibitors. 94,000 tested, 4.3% active. AID 1345082; further: potency means the concentration at half of the fitted maximal effect; nearly all actives have a fitted effect of over 55% in size
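Cytotoxicity is measured as loss of cellular ATP: NIH 3T3 cells (400/well) are exposed to compound for 48 or 72 hr at 37 °C, then CellTiter-Glo luminescence is imaged after 10 min at room temperature.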
SNCA viab count = cell viability loss counter-screen; HEK-293-SNCA-luc viability, GF-AFC fluorescence, 24 h; Potency, µM (top dose mostly 57.1 µM), for inactives: top-dose activity change, negative = cytotoxicity, most hits filed as cytotoxic; 150,000 tested, 0.12% active; AID 1671193;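 further: potency means the concentration at half of the fitted maximal effect; 0% = DMSO-treated cells and -100% = medium-only wells without cells; nearly all actives have a fitted effect of over 30% in size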
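HEK-293-SNCA-luc cells (1500/well) plated 24 h, then exposed 24 h to a dilution series; GF-AFC added 30 min at 37C, fluorescence 405/540 nm; normalised to medium-only and DMSO wells, Hill fit.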
SNCA expr inh = inhibitors of alpha-synuclein (SNCA) gene expression. HEK-293 SNCA-luciferase knock-in, luminescence, 24 h. Potency, µM (highest dose often 57.2 µM), inactives show at the highest dose activity change, negative = inhibition, usual class: inhibitors. 140,000 tested, 0.17% active. AID 1671194;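 further: potency means the concentration at half of the fitted maximal effect; plate controls were DMSO cells for no effect and cell-free wells for full effect; nearly all actives have a fitted effect of over 45% in size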
HEK293 tox = kills HEK 293 cells; Potency, µM (series often up to 115 µM), for inactives: at the top dose activity change, negative = cytotoxicity, most hits filed as inhibitors; HEK 293 viability, ATP luminescence (CellTiter-Glo), 48-72 h; 94,000 tested, 6.6% active; AID 1345083; further: potency means the concentration at half of the fitted maximal effect; nearly all actives have a fitted effect of over 60% in size
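Pintool-delivered compounds were incubated with HEK 293 cells (250 cells/well) at 37 degree Celsius for 48 or 72 hr. ATP-dependent luminescence (CellTiter-Glo) then reported remaining viable cells.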
IP6K1 inhibitor = blocks human inositol hexakisphosphate kinase 1; IP6K1 kinase, ADP-Glo luminescence, 2 h; stronger effect = lower value; activity change, % (series mostly up to about 58 µM); 140,000 tested, 0.81% active; in the data active means activity change below about -25%
Target sequence (Q92551 whole entry, looked up): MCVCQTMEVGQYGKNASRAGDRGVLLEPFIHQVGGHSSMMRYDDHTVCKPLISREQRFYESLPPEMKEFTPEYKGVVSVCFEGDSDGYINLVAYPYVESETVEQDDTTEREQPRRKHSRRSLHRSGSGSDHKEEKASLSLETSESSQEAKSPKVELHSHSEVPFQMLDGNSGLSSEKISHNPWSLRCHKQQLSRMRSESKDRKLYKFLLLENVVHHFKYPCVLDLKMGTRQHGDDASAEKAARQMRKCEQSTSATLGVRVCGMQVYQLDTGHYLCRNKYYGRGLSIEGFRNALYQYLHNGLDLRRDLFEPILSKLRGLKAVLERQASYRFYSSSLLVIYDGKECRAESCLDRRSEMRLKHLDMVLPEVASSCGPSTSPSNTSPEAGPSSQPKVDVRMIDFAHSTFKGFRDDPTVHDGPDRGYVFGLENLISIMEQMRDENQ
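ADP-Glo luminescence measures ADP made by human IP6K1 during a 2 h RT reaction with ATP/IP6 (mix at 1.3 mM/130 uM); top library doses 57.5 and 19.1 uM final.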
GPT2 inh = blocks human glutamate pyruvate transaminase 2. Potency, µM (series often up to 57.7 µM), for inactives: at the highest dose activity change, negative = inhibition, most hits filed as inhibitors. 100,000 tested, 0.25% active. Recombinant GPT2, coupled pyruvate oxidase/HRP Amplex Red fluorescence. Q8TD30; further: potency means the concentration at half of the fitted maximal effect; nearly all actives have a fitted effect of over 60% in size; many of its hits are not listed in these tables
Target sequence (Q8TD30 whole entry, looked up): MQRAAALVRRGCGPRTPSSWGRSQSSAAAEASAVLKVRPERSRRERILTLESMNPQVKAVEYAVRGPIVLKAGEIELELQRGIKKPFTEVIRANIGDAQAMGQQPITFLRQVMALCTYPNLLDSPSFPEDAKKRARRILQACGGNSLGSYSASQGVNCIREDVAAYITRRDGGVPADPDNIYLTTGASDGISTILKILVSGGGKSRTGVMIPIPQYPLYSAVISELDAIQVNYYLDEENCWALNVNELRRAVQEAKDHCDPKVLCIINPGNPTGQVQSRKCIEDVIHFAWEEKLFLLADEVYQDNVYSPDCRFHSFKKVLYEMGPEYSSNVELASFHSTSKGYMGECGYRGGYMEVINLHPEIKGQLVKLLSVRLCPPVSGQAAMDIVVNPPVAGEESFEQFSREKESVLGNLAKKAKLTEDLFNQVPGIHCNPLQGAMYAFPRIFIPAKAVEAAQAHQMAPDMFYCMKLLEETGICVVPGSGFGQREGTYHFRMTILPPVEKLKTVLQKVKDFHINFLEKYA
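GPT2 10ng/uL, a-KG 250uM, L-Ala 2mM, HEPES pH7.5 + 0.0001% Tween; 30 min RT. Then Amplex mix (PO/HRP/ThPP), 30 min RT dark, fluorescence. AOA 50uM used as positive control.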
Luciferase inh = blocks purified firefly luciferase enzyme activity. purified P. pyralis luciferase, luminescence, biochemical. Potency, µM (highest dose often 115 µM), for the others: at the highest dose activity change, negative = inhibition, hits mostly inhibitors. 76,000 tested, 2.5% active. P08659. AID 1347043; further: potency means the concentration at half of the fitted maximal effect; nearly all actives have a fitted effect of over 65% in size
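Purified 10nM P. pyralis luciferase with 10uM D-luciferin and 10uM ATP in 50mM Tris acetate pH 7.5, 10mM Mg acetate, 0.01% Tween-20, 0.05% BSA. qHTS titration; luminescence read by CCD imager.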
* = called active by the depositor; i = inactive; ? = inconclusive; . = no result given; [ ] = dose if it differs, or a comment. Unless noted, the call rests on the fitted dose curve; in most records, active means well fitted curve in the direction sought with a large enough effect; inconclusive means small, poorly fitted or top-dose-only effect, or another doubt; inactive means no such curve, though single readings can be large; an effect the other way counts as inactive or inconclusive. Unless noted, on the % scale 0 is the no-effect control and ±100 the full control effect. No enrichment for hits (roughly 7.7% active in at least one column).

SMILES,3T3 cytotox,SNCA viab count,SNCA expr inh,HEK293 tox,IP6K1 inhibitor,GPT2 inh,Luciferase inh
Cc1ccc(NC(=O)c2ccc(Cn3ccn4nc5c(c4c3=O)CCCC5)cc2)cc1C,-21.6%,-8.4%,56.8%[activator],?,36.1,-0.1%,?
Cc1ccc([S+](=O)([O-])N2CCC[C@@H]2C(=O)N2CCCC(c3nc4ccncc4[nH]3)C2)cc1 (some centres undefined),-4.6%,-5.1%,2.9%,i,1.4,-1.0%,.
O=C(NCCc1ccc(Cl)cc1)c1cnc2sc(N3CCCC3)nn2c1=O,.,2.7%,-18.8%,.,-10.9,.,.
COc1ccc(-c2cc(-c3cccc(NC(C)=O)c3)cn3cncc23)cc1,?,-9.3%[87.6 µM],-9.2%[87.6 µM],?,-9.3,2.4%[88.5 µM],?
COc1ccccc1N1CCN(Cc2cc(COC(C)C)c3cccnc3c2O)CC1,.,?,?,.,2.1,.,.
CN(CC1(C)CCOCC1)C(=O)c1c(F)cccc1Cl,i,3.9%,?,11.9%,5.5,i,-5.8%
CC1C(=O)N2CCCc3cc(S(=O)(=O)Nc4ccc(Br)cc4F)cc1c32 (centres undefined),.,6.8%,-8.2%,.,6.2,.,.
COCCN1C[C@H]2CN(Cc3ccc(C(F)(F)F)cc3)CCN2C1=O,-9.0%[138 µM],-1.9%[87.6 µM],-14.4%[87.6 µM],?,-3.9,2.3%[88.5 µM],10.0%[172 µM]
Cc1ccc(C)c(NC(=O)C2CCCN(c3ncnc4onc(C)c34)C2)c1 (centres undefined),.,-3.0%,-12.2%,.,-14.1,.,.
COc1ccc(CNC(=O)Nc2cccc(-c3ccc(N4CCOCC4)nn3)c2)cc1,-28.6%,2.6%,-27.6%,?,-15.4,i,0.891µM*
COc1ccccc1NC(=O)CSCc1cc(=O)c2c(C)cc(C)cc2[nH]1,.,-1.5%,19.0%,.,15.3,.,.
O[C@H]1CCCC[C@@H]1NC1CCN(c2nc3ccc(Cl)cc3s2)CC1,10µM*,2.5%,34.8%[activator],22.4µM*,-6.2,-3.3%,?
CCCN(C(=O)Cn1ncc2c1-c1ccccc1OC2)c1cccc(C)c1,.,-10.7%,7.3%,.,11.1,.,.
O=C(Nc1ccc(Oc2ccccc2)cc1)N[C@H]1CO[C@H]2[C@@H]1OC[C@@H]2Nc1nccc(-c2cccs2)n1,-9.3%,0.2%,7.6%,-26.2%,-3.6,2.6%,13.6%
Cc1nn(-c2ccc(C(F)(F)F)cc2)c(C)c1[C@@H]1C=C[C@@H](NC(=O)C2CCCCC2)C1,?,-11.5%[87.6 µM],46.0%[activator][87.6 µM],?,-0.1,i,-18.1%[172 µM]
O=C(NC1CC1)C1CN(c2ccccc2)C(=O)N1 (centres undefined),-10.9%[138 µM],7.5%[87.6 µM],-2.1%[87.6 µM],i,4.5,-14.7%[88.5 µM],5.8%[172 µM]
CCOc1ccccc1NC(=O)N1CC[C@@H](c2nc(C)no2)[C@@H](NC(=O)C2CC2)C1,-4.9%,-5.0%,7.6%,13.4%,0.0,-1.0%,0.6%
Cc1ccsc1C(=O)N[C@@H]1CN(c2ncccn2)C[C@H]1CN(C)C,i,0.1%,3.4%,2.6%,11.3,1.9%,4.8%
CCn1ccc(C(=O)N2CCCC(c3nc(-c4ccccc4)no3)CCNC(=O)CC2)n1 (centres undefined),-5.3%,-1.4%,-8.2%,1.0%,17.5,i,-2.7%
CN1CCN(c2ccc(-c3cc4c(ccn4C)c(C(=O)NCc4cccnc4)n3)cc2)CC1,?,-10.2%,29.8%,28.2µM*,19.9,1.7%,?
CC(C)c1noc(-c2cn(C3CCCN(C(=O)c4cccn4C)C3)nn2)n1 (centres undefined),-12.8%,-4.2%,24.3%,?,1.1,-0.9%,0.0%
CN(C)CCn1ccnc1C1CCN(S(=O)(=O)c2cnn(C)c2)CC1,i,5.6%,18.1%,-2.4%,-10.2,-13.0%,3.9%
N#Cc1ccc(-c2cccs2)nc1SCc1c(F)cccc1Cl,.,-22.1%,-10.5%,.,-10.3,.,.
Cc1ccc(C(=O)Nc2cc3nn(-c4ccccc4)nc3cc2Cl)c(C)c1,.,-6.5%,-3.0%,.,11.9,.,.
COc1ccc(NC(=O)CN2C(=O)NC3(CCOCC3)C2=O)cc1OC,-1.4%,2.9%,12.4%,-5.0%,9.2,i,-5.5%
CC(C)(C)OC(=O)N1CC(Nc2ccc(Cl)cc2)C1,-7.0%[138 µM],-4.2%[87.6 µM],31.8%[activator][87.6 µM],-8.1%[172 µM],-13.2,-7.5%[88.5 µM],.
Cc1cc(C)cc(-n2c(SCC(=O)N3CCCCCC3)nc3c([nH]c4ccccc43)c2=O)c1,.,-1.4%,-6.9%,.,-12.9,.,.
COc1ccc(Cn2c(CO)cnc2SCc2ccc(F)cc2)cc1,.,-2.2%,54.4%[activator],.,-6.7,.,.
Cc1cc(C)cc(NC(=O)c2ccc3c(c2)N(C)C2CCCN2C3=O)c1 (centres undefined),-25.8%,-10.7%[12.5 µM],64.8%[activator],70.8µM*,12.8,-2.7%,-20.2%
Cc1cc(CNC(=O)[C@@H]2CCC[C@@H](NCC3CC3)CN(C)C(=O)C2)no1,-3.8%[174 µM],5.6%[87.6 µM],4.6%[87.6 µM],0.4%[172 µM],0.8,-5.0%[88.5 µM],-2.6%[172 µM]
COc1cccc(C2C(C(=O)Nc3ccc(C)cc3C)=C(C)Nc3c(C(=O)Nc4ccccc4)cnn32)c1 (centres undefined),.,3.8%,-11.5%,.,-12.8,.,.
CCCN(CC1CCOC1)C(=O)Nc1cccc(Cl)c1 (centres undefined),3.5%,-12.4%,-24.2%,4.2%,15.5,i,5.5%
O=C(O)Cn1ccc2cc(OCc3cccc(-c4ccccc4O)c3)cnc21,?,4.4%[87.6 µM],-4.1%[87.6 µM],-3.0%[172 µM],-13.6,1.4%[88.5 µM],?
CCOc1ccc(NC(=O)Cn2c(CCC(=O)O)ccc2-c2ccc(C)cc2)cc1,.,-0.7%,5.6%,.,-12.2,.,.
Cc1ccccc1NC(=O)[C@H](CSCc1ccccc1)N1Cc2ccccc2C1=O,.,-13.7%,7.6%,.,-8.0,.,.
COc1ccc2c(c1)CCc1sc(NC(=O)c3ccc(Br)cc3)nc1-2,.,-3.2%,35.3%[activator],.,10.3,.,.
NC(=O)[C@@H]1CCCN1C(=O)C1CCN(c2nc(-c3ccccc3)nc3c2CCC3)CC1,1.0%,5.3%,10.2%,4.1%,-0.6,i,10.4%
N#C/C(=C\c1ccc(O)c(O)c1)C(=O)NCc1ccccc1,.,-20.2%,-12.6%,.,.,?,.
CCOc1ccccc1CNC(=O)C1CCN(C2=NS(=O)(=O)C(c3ccc(C)c(C)c3)=C2C)CC1,.,2.6%,?,.,-9.5,.,.
O=C(CCc1ccccc1)N1CCC2(CC1)N=C(c1cccc(Br)c1)NO2,?,5.8%,-19.0%,?,6.1,i,0.6%
COC[C@H]1CCCN1Cc1nc(C2(O)CCN(C3CCCC3)CC2)cs1,-2.7%[174 µM],-5.4%[87.6 µM],0.6%[87.6 µM],2.5%[172 µM],8.8,4.9%[88.5 µM],-0.8%[172 µM]
Cc1ccc(C(=O)NCCc2noc(C3CC3)n2)cc1C,-3.7%,2.5%,2.9%,8.3%,15.9,i,-6.3%
Cc1ccc2[nH]c(CSc3nnc(C)s3)cc(=O)c2c1,.,-3.8%,53.3%[activator],.,-2.5,.,.
c1nc(N[C@@H]2COCC[C@@H]2OCc2cscn2)c2ccsc2n1,-29.7%,1.6%,-22.2%,-10.7%,1.4,-8.4%,-2.2%
O=C(NCCC1=CCCCC1)C1CCN(C(=O)c2ncn3c2COC(c2ccccc2)C3)CC1 (centres undefined),-9.7%,-0.3%,68.9%[activator],-6.5%,-20.5,i,2µM*
Cc1cccc(C)c1NC(=O)N1CCC(OC2CCN(Cc3ccccc3)CC2)CC1,-20.3%,1.6%,-12.3%,?,-7.4,i,7.6%
COc1ccc(-n2nc(C3CCCN(C(=O)Nc4ccc(Cl)cc4)C3)[nH]c2=O)cc1 (centres undefined),-24.7%,-19.6%,23.8%,?,-5.2,i,-9.9%
COCCN1C(=O)[C@H]2CN(Cc3ccc(C)cc3)C[C@H]2C1=O,-22.1%,8.6%,10.1%,-6.4%,-18.1,i,0.0%
CCn1nc(C)c2c(-c3ccccc3)cc(=O)n(C(C)C(=O)NCc3cccc(OC)c3)c21 (centres undefined),.,-19.7%,-25.2%,.,-6.2,.,.
CN(C)c1ccc(CN(CC2CCCO2)C(=O)c2ccc(Br)cc2)cc1 (centres undefined),.,-9.2%,43.3%[activator],.,-6.7,.,.

Further compounds follow:
SMILES,3T3 cytotox,SNCA viab count,SNCA expr inh,HEK293 tox,IP6K1 inhibitor,GPT2 inh,Luciferase inh
Cc1nnn2c(C(=O)Nc3ccc(Cl)cc3Cl)cccc12,i,12.2%[87.6 µM],66.0%[activator][87.6 µM],3.6%[172 µM],1.3,i,?
COc1ccccc1NC(=O)Cn1cnc2ccc(S(=O)(=O)N3CCC(C)CC3)cc2c1=O,.,10.0%,-7.3%,.,4.7,.,.
COc1ccccc1-c1cccc(CN2CCC(NC(=O)c3ccc(C)cc3)CC2)c1,?,1.2%,-0.8%,50.1µM*,4.7,1.3%,.
O=C(NCc1ccnc2[nH]ccc12)C1CCCC1,-17.0%[138 µM],-5.6%[87.6 µM],?,-0.6%[172 µM],11.6,-3.8%[88.5 µM],-13.5%[172 µM]
c1cc(-c2cc3c(ccn3Cc3ccncc3)c(N3CCOCC3)n2)c2cc[nH]c2c1,35.5µM*,-28.3%[87.6 µM],-8.6%[87.6 µM],31.6µM*,-2.3,-22.1%[88.5 µM],-4.9%[172 µM]
Cc1ccc(NC(=O)Cn2c(CCC(=O)O)ccc2-c2ccc(Cl)cc2)cc1,.,9.7%,-22.2%,.,-13.0,.,.
NC(=O)COC[C@@H]1CN(C2CCSCC2)C[C@H]1c1ccncc1,?,-0.3%,-15.8%,?,-9.2,i,-13.9%
Cc1noc(C)c1CC(=O)N[C@@H]1CN(c2ccncn2)C[C@H]1CN(C)C,i,4.4%,-1.2%,i,3.9,3.5%,1.1%
COc1ccc(CNC(=O)c2cc(=O)[nH]c3ccc(S(=O)(=O)N4CCCC4)cc23)c(OC)c1,.,7.6%,2.3%,.,-6.5,.,.
